Kir21 block: Kir2.1 (mouse) channel inhibition | HEK293-Kir2.1, FluxOR thallium flux fluorescence; stronger effect = lower value | B-score at 10 µM | AID 1672 | 310,000 compounds, 0.85% hits | P35561;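 active = fluorescence ratio B-score at or below minus 3 SD of library scores, with starting-brightness B-score within 2 SD, cut at about -4.2 in these data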;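 also: channel flux triggered by added potassium and thallium sulfate stimulus; B-score of peak minus minimum fluorescence over baseline after thallium stimulus; more negative B-score means stronger Kir2.1 block with less thallium influx; some compounds called inactive have numbers as strong as hits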
Target sequence (P35561 whole entry, looked up): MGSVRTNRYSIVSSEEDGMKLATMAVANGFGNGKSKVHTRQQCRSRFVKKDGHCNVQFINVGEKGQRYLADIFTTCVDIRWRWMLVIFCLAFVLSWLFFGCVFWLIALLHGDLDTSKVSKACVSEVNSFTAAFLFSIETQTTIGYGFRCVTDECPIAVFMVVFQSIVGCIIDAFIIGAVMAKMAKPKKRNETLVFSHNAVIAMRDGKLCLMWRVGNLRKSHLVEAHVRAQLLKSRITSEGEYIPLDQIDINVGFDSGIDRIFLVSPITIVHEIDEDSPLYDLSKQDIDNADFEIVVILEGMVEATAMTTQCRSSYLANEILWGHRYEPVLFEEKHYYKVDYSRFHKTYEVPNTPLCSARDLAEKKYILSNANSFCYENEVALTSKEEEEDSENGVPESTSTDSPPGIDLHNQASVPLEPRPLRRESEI
KCNQ2 block: KCNQ2 channel blockers in CHO-K1 cells – cell-based, FluxOR thallium flux, B-score, primary screen (AID 2156); O88943; 20 min; stronger effect = lower value; B-score at 10 µM; 310,000 compounds, 1.1% hits;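 active = fluorescence ratio B-score at most minus 3 library SDs, with starting brightness B-score within 2 library SDs, cut at about -5.5 in these data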
* = called active by the depositor.

What do the screens show for `O=C(Cn1cc([N+](=O)[O-])cn1)Nc1ccn(Cc2c(F)c(F)cc(F)c2F)n1`?
Kir21 block: 0.99; KCNQ2 block: inactive

What do the screens show for `O=C(NN(c1ccccc1)c1ccccc1)c1ccc([N+](=O)[O-])o1`?
Kir21 block: -0.08; KCNQ2 block: inactive

Results for COc1ccc(OC)c(NC(=O)CCc2c[nH]c3ccccc23)c1 ?
Kir21 block: -1.88; KCNQ2 block: inactive

What do the screens show for `CCOC(=O)C1=C(c2ccc(O)cc2)NC(=O)NC1C` (stereo unspecified)?
Kir21 block: 0.93; KCNQ2 block: inactive

What do the screens show for `CO/N=C1\CCn2c1c(C)c1ccccc12`?
Kir21 block: -1.45; KCNQ2 block: inactive

Results for COc1cc2ccc(=O)oc2c(CC=C(C)C)c1OC ?
Kir21 block: 0.57; KCNQ2 block: inactive

Results for C=CCN(CC=C)S(=O)(=O)c1ncn[nH]1 ?
Kir21 block: -0.04; KCNQ2 block: inactive

What do the screens show for `CCOc1ccc(N/C(N)=N/c2nc(CSc3nnc(C)s3)cc(=O)[nH]2)cc1`?
Kir21 block: -0.96; KCNQ2 block: inactive

How did Cc1cc(S(=O)(=O)N2CCCCC2CCNC(=O)C(=O)NCC2CCCO2)ccc1F (stereo unspecified) do in these assays?
Kir21 block: 0.05; KCNQ2 block: inactive

Results for Cc1cccnc1NC(=O)CSc1ncnc2sc(C)c(C)c12 ?
Kir21 block: -0.04; KCNQ2 block: inactive

How did O=C(Nc1ncccc1Cl)c1ccccc1F do in these assays?
Kir21 block: -0.77; KCNQ2 block: inactive

How did O=c1[nH]cnc2c1N=C(c1cccc([N+](=O)[O-])c1)CC(c1ccccc1)N2 (stereo unspecified) do in these assays?
Kir21 block: 0.57; KCNQ2 block: inactive

What do the screens show for `CC1=C(C(=O)N(C)Cc2ccccc2)C2(CCC(C)CC2)OC1=O` (stereo unspecified)?
Kir21 block: 0.35; KCNQ2 block: inactive

What do the screens show for `COc1cccc(N(CC(=O)N2CCN(c3ccccc3OC)CC2)S(C)(=O)=O)c1`?
Kir21 block: 1.05; KCNQ2 block: inactive

How did COc1ccccc1NS(=O)(=O)c1cccc(C(=O)N/N=C/c2ccc3c(c2)OCCO3)c1 do in these assays?
Kir21 block: 0.13; KCNQ2 block: inactive

How did O=C(NC1CCCN(Cc2ccccc2F)C1)c1cccc(N2CCCC2=O)c1 (stereo unspecified) do in these assays?
Kir21 block: -1.23; KCNQ2 block: inactive

Results for O=C(CSc1nnc(-c2ccco2)n1-c1ccccc1)NCc1ccco1 ?
Kir21 block: 0.15; KCNQ2 block: inactive

Results for CCOc1ccc(N2C(=O)/C(=C/c3ccc(C)o3)N(C)C2=S)cc1 ?
Kir21 block: -0.22; KCNQ2 block: inactive

What do the screens show for `CCOC(=O)C1CCN(C(=O)CCC2CCCC2)CC1`?
Kir21 block: 0.02; KCNQ2 block: inactive

What do the screens show for `COc1ccc(C2/C(=C(/O)c3ccc(OC(C)C)cc3)C(=O)C(=O)N2CCCN2CCOCC2)cc1` (stereo unspecified)?
Kir21 block: 1.08; KCNQ2 block: inactive

How did Cc1c(NC(=O)CSc2nnc(N)s2)c(=O)n(-c2ccccc2)n1C do in these assays?
Kir21 block: -0.27; KCNQ2 block: inactive

Results for Cc1nn(C(C)C(=O)N2CCOCC2)c(C)c1[N+](=O)[O-] (stereo unspecified) ?
Kir21 block: 2.38; KCNQ2 block: inactive

How did O=C1NC(=Nc2ccccc2)SC1(CO)CO do in these assays?
Kir21 block: -0.27; KCNQ2 block: inactive

What do the screens show for `COc1cc2[nH]c(=S)nc(NC3CCCCCC3)c2cc1OC`?
Kir21 block: -0.17; KCNQ2 block: inactive

How did CCN(CC)C(=O)C(=O)Nc1ccc(Oc2ccccc2)cc1 do in these assays?
Kir21 block: -0.83; KCNQ2 block: inactive

What do the screens show for `CCOc1ccc(NC(=O)c2nnn(CC(=O)Nc3ccccc3OCC)c2N)cc1`?
Kir21 block: 0.96; KCNQ2 block: inactive

How did O=C(Cn1cc(C(=O)c2ccco2)c2ccccc21)Nc1ccccc1 do in these assays?
Kir21 block: -0.87; KCNQ2 block: inactive

How did COc1ccc(C(=O)C2CCN(C(=O)c3ccco3)CC2)cc1 do in these assays?
Kir21 block: -1.04; KCNQ2 block: inactive

What do the screens show for `CCC(C(=O)OC)(C(=O)OC)c1ccc([N+](=O)[O-])cc1`?
Kir21 block: -0.02; KCNQ2 block: inactive

Results for N#CC(C(=O)Nc1ccccc1)=C1Nc2ccccc2N1 ?
Kir21 block: -0.12; KCNQ2 block: inactive

How did O=S(=O)(Cc1ccccc1)Nc1ccc(Br)cn1 do in these assays?
Kir21 block: -0.14; KCNQ2 block: inactive

What do the screens show for `Cc1nc(C(=O)NC2CCOCC2)sc1C1(C)CC(c2ccccc2)=NO1` (stereo unspecified)?
Kir21 block: 0.32; KCNQ2 block: inactive

Results for Cc1cc(C)cc(NC(=S)N(Cc2ccc(Cl)cc2)Cc2ccc(C(=O)O)cc2)c1 ?
Kir21 block: 0.39; KCNQ2 block: inactive

Results for CC(=O)Nc1c2c(nn1-c1ccc(Cl)cc1)CSC2 ?
Kir21 block: 1.96; KCNQ2 block: inactive

How did CCc1ccc(-c2nc(SCC(=O)N(CCOC)c3c(N)n(Cc4ccccc4)c(=O)[nH]c3=O)n[nH]2)cc1 do in these assays?
Kir21 block: -1.69; KCNQ2 block: inactive

Results for Cn1c(=O)c2c(nc(N3CCCC3)n2CC(O)CO)n(C)c1=O (stereo unspecified) ?
Kir21 block: 0.54; KCNQ2 block: inactive

How did CCOc1ccc(-c2c(C#N)c(N)nc3c2c(=O)n(C)c(=O)n3C)cc1OC do in these assays?
Kir21 block: -0.43; KCNQ2 block: inactive

Results for CC(=O)N(C1=C(N2CCOCC2)C(=O)c2ccccc2C1=O)c1ccc(C(=O)O)cc1 ?
Kir21 block: 0.2; KCNQ2 block: inactive

How did CC(=O)Nc1ccc(S(=O)(=O)NCCC(=O)NCc2ccncc2)cc1 do in these assays?
Kir21 block: 0.12; KCNQ2 block: inactive

Results for CC1(C)CC(=O)N(c2cccc(C(F)(F)F)c2)C(=O)C1 ?
Kir21 block: 0.38; KCNQ2 block: inactive

How did CC(=O)c1cccc(OCc2cc(C(=O)N3C[C@H]4CC[C@H]3C4)no2)c1 do in these assays?
Kir21 block: -0.49; KCNQ2 block: inactive

What do the screens show for `Cc1cc(N2C(=O)C(O)=C(C(=O)c3ccco3)C2c2cccc(O)c2)no1` (stereo unspecified)?
Kir21 block: 0.11; KCNQ2 block: inactive

What do the screens show for `O=C(/C=C/c1ccccc1)NCc1ccco1`?
Kir21 block: -0.32; KCNQ2 block: inactive

How did O=C(Nc1ccc(Cl)cn1)C1CCCN1S(=O)(=O)c1cccc2ccccc12 (stereo unspecified) do in these assays?
Kir21 block: -0.67; KCNQ2 block: inactive

Results for CCOC(=O)C1=C(C)N(C)C(=O)NC1c1cc2c(cc1[N+](=O)[O-])OCO2 (stereo unspecified) ?
Kir21 block: -1.09; KCNQ2 block: inactive

Results for COc1cccc(NC(=S)N2CCN(S(=O)(=O)c3ccccc3)CC2)c1 ?
Kir21 block: 0.14; KCNQ2 block: inactive

What do the screens show for `COc1cc(OC)nc(Oc2cccc(C(F)(F)F)c2)n1`?
Kir21 block: 0.18; KCNQ2 block: inactive

How did CCOCCCNC(=O)c1c(C)c(C(=O)OCC)n(C)c1C do in these assays?
Kir21 block: 0.34; KCNQ2 block: inactive

Results for OC(c1cccnc1)c1cccs1 (stereo unspecified) ?
Kir21 block: -0.29; KCNQ2 block: inactive

What do the screens show for `CCSc1ccc([C@@H]2[C@H]3C(=O)N(CC)C(=O)[C@H]3[C@]3(C(=O)OC)CCCCN23)cc1`?
Kir21 block: 1.96; KCNQ2 block: inactive

How did CCCS(=O)(=O)N1CCc2ccc(NC(=O)C3CCCO3)cc2C1 (stereo unspecified) do in these assays?
Kir21 block: -0.98; KCNQ2 block: inactive

What do the screens show for `COc1cccc(/C=N/Nc2nc3ccccc3[nH]2)c1OC`?
Kir21 block: 0.02; KCNQ2 block: inactive

What do the screens show for `O=C(CC1CCCC1)Nc1ccc(Br)cc1`?
Kir21 block: 0.56; KCNQ2 block: inactive

Results for CCCCCc1c(O)nc(SCC(=O)NCC2CCCO2)[nH]c1=O (stereo unspecified) ?
Kir21 block: 0.02; KCNQ2 block: inactive

Results for CC(=O)Nc1ccc(S(=O)(=O)N2CCN(C(=O)N3CCCCCC3)CC2)cc1 ?
Kir21 block: 0.35; KCNQ2 block: inactive

Results for CSc1cccc(CNC(=O)C2CCC(=O)N(Cc3cccc(C(F)(F)F)c3)C2)c1 (stereo unspecified) ?
Kir21 block: -1.18; KCNQ2 block: inactive

What do the screens show for `CCOC(=O)N1CCN(C(=O)c2cn(C)c3ccc(S(=O)(=O)N(C)C4CCCCC4)cc3c2=O)CC1`?
Kir21 block: 0.85; KCNQ2 block: inactive

What do the screens show for `COC(=O)C1=C(C(=O)OC)[C@@H]2N(C)c3ccccc3[C@@]23C[C@@H](C(=O)OC)N(C(C)=O)C3=N1`?
Kir21 block: 0.11; KCNQ2 block: inactive

Results for C=CCSC1=C(C#N)C(c2ccccc2OC)CC(=O)N1 (stereo unspecified) ?
Kir21 block: -1.58; KCNQ2 block: inactive

How did CCOC(=O)CCC(=O)Nc1ccc(S(=O)(=O)N2CCCC2)cc1 do in these assays?
Kir21 block: -0.8; KCNQ2 block: inactive

What do the screens show for `CC1=C(C#N)C(C(F)(F)F)(C(F)(F)F)N=C(c2ccco2)N1`?
Kir21 block: -0.52; KCNQ2 block: inactive

What do the screens show for `O=C1CN(S(=O)(=O)c2ccc(Br)cc2)c2ccccc2N1`?
Kir21 block: -0.48; KCNQ2 block: inactive

Results for Cc1cc(OCCCn2ccnc2)ccc1C(C)C ?
Kir21 block: -1.53; KCNQ2 block: inactive

Results for CO/N=C(/CS(=O)c1ccc(Br)cc1)c1ccc(OC)cc1 (stereo unspecified) ?
Kir21 block: -8.95*; KCNQ2 block: inactive

What do the screens show for `Cn1c2c(c3ccccc31)CCN1CCC[C@]21c1ccccc1`?
Kir21 block: -3.02; KCNQ2 block: inactive

What do the screens show for `O=C1Nc2ccccc2C(O)(C(=O)NCc2ccco2)N1c1ccccc1` (stereo unspecified)?
Kir21 block: 0.14; KCNQ2 block: inactive

How did O=C(CNC(=O)c1ccccc1C(=O)O)c1ccccc1 do in these assays?
Kir21 block: -0.98; KCNQ2 block: inactive

What do the screens show for `CCOC(=O)CCCCNCc1ccccc1`?
Kir21 block: -0.77; KCNQ2 block: inactive

Results for CCc1nc2ccccc2c(C(=O)NCc2ccccc2)c1C ?
Kir21 block: 0.78; KCNQ2 block: inactive

What do the screens show for `CC(Oc1ccccc1)C(=O)Nc1ccccc1O` (stereo unspecified)?
Kir21 block: 0.29; KCNQ2 block: inactive

Results for CCCN(CCC)S(=O)(=O)c1ccc(C(=O)N2CCCc3ccccc32)cc1 ?
Kir21 block: 1.23; KCNQ2 block: inactive

What do the screens show for `Cc1ccc(S(=O)(=O)N/N=C/c2cccc([N+](=O)[O-])c2)cc1`?
Kir21 block: -0.05; KCNQ2 block: inactive

How did COc1ccc(C(C)N2CC34C=CC(O3)C(C(=O)O)C4C2=O)cc1 (stereo unspecified) do in these assays?
Kir21 block: 1.49; KCNQ2 block: inactive

How did Cc1ccccc1OCC(=O)NCc1ccccc1 do in these assays?
Kir21 block: 0.55; KCNQ2 block: inactive

What do the screens show for `CN1C(=O)NC(c2ccc(Cl)cc2)C2=C1CC(C)(C)CC2=O` (stereo unspecified)?
Kir21 block: 0.35; KCNQ2 block: inactive

What do the screens show for `CC(=C/C(=O)O)/C=C/c1ccc(Cl)o1`?
Kir21 block: 0.25; KCNQ2 block: inactive

Results for N/C(=N\N=C\c1cccs1)SC1CC(=O)N(c2ccc(Br)cc2)C1=O (stereo unspecified) ?
Kir21 block: 0.83; KCNQ2 block: inactive

What do the screens show for `Cc1sc2ncnc(NCC(O)c3ccccc3)c2c1C` (stereo unspecified)?
Kir21 block: 0.22; KCNQ2 block: inactive

How did CCOc1ccc(N2C=Nc3ccc(OCC)cc3C2)cc1 do in these assays?
Kir21 block: 0.22; KCNQ2 block: inactive

How did O=C(c1cc(COc2ccc(F)cc2Cl)on1)N1CC2C[C@@H]3CC1C[C@H](C2)C3 do in these assays?
Kir21 block: 0.04; KCNQ2 block: inactive

Ten compounds already listed, arranged by length of the SMILES, falling:
How did O=C(c1cc(COc2ccc(F)cc2Cl)on1)N1CC2C[C@@H]3CC1C[C@H](C2)C3 do in these assays?
Kir21 block: 0.04; KCNQ2 block: inactive

What do the screens show for `Cc1ccc(S(=O)(=O)N/N=C/c2cccc([N+](=O)[O-])c2)cc1`?
Kir21 block: -0.05; KCNQ2 block: inactive

Results for CCCN(CCC)S(=O)(=O)c1ccc(C(=O)N2CCCc3ccccc32)cc1 ?
Kir21 block: 1.23; KCNQ2 block: inactive

How did COc1ccc(C(C)N2CC34C=CC(O3)C(C(=O)O)C4C2=O)cc1 (stereo unspecified) do in these assays?
Kir21 block: 1.49; KCNQ2 block: inactive

What do the screens show for `CN1C(=O)NC(c2ccc(Cl)cc2)C2=C1CC(C)(C)CC2=O` (stereo unspecified)?
Kir21 block: 0.35; KCNQ2 block: inactive

Results for CCc1nc2ccccc2c(C(=O)NCc2ccccc2)c1C ?
Kir21 block: 0.78; KCNQ2 block: inactive

What do the screens show for `Cc1sc2ncnc(NCC(O)c3ccccc3)c2c1C` (stereo unspecified)?
Kir21 block: 0.22; KCNQ2 block: inactive

What do the screens show for `CC(=C/C(=O)O)/C=C/c1ccc(Cl)o1`?
Kir21 block: 0.25; KCNQ2 block: inactive

How did Cc1ccccc1OCC(=O)NCc1ccccc1 do in these assays?
Kir21 block: 0.55; KCNQ2 block: inactive

What do the screens show for `CCOC(=O)CCCCNCc1ccccc1`?
Kir21 block: -0.77; KCNQ2 block: inactive

Compound activity from PubChem BioAssay.
